High-throughput results deposited in PubChem by Sanford-Burnham Center for Chemical Genomics.
Artemis inh = Artemis (human) endonuclease inhibition; AID 686954; Q96SD1; recombinant Artemis, quenched FAM hairpin cleavage fluorescence; inhibition, % at 10 µM; 30,000 compounds, 0.78% hits;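 active means at 10 µM dose, at least 30% inhibition, measured as corrected fluorescence normalized to stimulator and neutral control wells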
Target sequence (Q96SD1 whole entry, looked up): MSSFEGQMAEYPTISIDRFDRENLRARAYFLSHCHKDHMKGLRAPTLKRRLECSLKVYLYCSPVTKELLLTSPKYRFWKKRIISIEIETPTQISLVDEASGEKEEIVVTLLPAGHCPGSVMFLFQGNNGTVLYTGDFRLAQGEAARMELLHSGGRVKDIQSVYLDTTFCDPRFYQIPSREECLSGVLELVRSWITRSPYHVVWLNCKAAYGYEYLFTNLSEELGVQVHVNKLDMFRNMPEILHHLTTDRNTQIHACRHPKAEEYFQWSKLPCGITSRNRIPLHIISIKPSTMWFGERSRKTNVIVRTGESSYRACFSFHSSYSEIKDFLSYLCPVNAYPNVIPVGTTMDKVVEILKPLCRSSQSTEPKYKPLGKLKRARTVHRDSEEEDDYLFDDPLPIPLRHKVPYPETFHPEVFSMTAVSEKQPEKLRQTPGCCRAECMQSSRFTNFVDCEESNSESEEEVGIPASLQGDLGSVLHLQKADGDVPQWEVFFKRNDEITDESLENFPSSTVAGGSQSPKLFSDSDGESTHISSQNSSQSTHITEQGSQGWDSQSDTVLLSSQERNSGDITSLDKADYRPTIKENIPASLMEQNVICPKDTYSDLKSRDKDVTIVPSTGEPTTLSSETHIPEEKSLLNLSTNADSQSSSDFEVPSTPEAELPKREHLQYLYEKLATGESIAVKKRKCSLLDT
An asterisk follows results filed as active. These rows are one share of the data (hit frequency here may not be typical).

SMILES	Artemis inh
CCOc1ccccc1C(=O)N/N=C/c1cccc2cccnc12	13
Cc1c(C(=O)O)oc2c1ccc1ccccc12	0
O=C(Nc1ccccc1)N1C(=O)C2(OCCO2)c2ccccc21	6
CCOC(=O)c1ccc(NC(=O)CCOc2ccccc2)cc1	2
CC(C)(c1ccccc1)c1ccc(OCCCNCCO)cc1	-5
NS(=O)(=O)c1ccc(CCNC(=O)CSc2ccccc2)cc1	-2
CC(C)CC(=O)N1CCN(C(=O)CCC2CCCC2)CC1	-7
CCC(C)C(NC(=O)OC(C)(C)C)C(=O)NC(Cc1ccccc1)C(=O)OC (stereo unspecified)	-5
COc1cc(S(=O)(=O)NC2CCCCC2C)ccc1Cl (stereo unspecified)	9
CN(Cc1nc2ccccc2n1C)S(=O)(=O)c1ccc(F)cc1	-4
c1ccc(-c2nc(N3CCCCCC3)c3ccccc3n2)nc1	78*
CCCCn1c(SCc2c(C)noc2C)nc2cc(S(N)(=O)=O)ccc21	2
Cn1c(=O)c2c(nc(NCc3ccc4c(c3)OCO4)n2Cc2ccccc2F)n(C)c1=O	10
CCOC(=O)N1CCN(S(=O)(=O)c2ccc(OC)c(Cl)c2)CC1	7
CC(C)Cn1c(Br)nc2c1c(=O)n(CCC#N)c(=O)n2C	-5
CCOC(=O)c1sc(N(Cc2ccccc2)C(=O)CN2C(=O)CN(C)C2=O)nc1C	-1
Cc1nn(C(=O)N2CCOCC2)c(C)c1C	-10
COc1cc(C)c(Cl)cc1S(=O)(=O)N(C)C	-5
CCC(=O)Nc1ccc(C(=O)n2ccc(C)n2)cc1	-11
COC(=O)c1[nH]c(C)c(/C(O)=C2\C(=O)C(=O)N(CCN(C)C)C2c2cc(OC)ccc2OC)c1C (stereo unspecified)	4
COc1ccc(CCNC(=O)c2nnn(CC(=O)Nc3ccccc3)c2N)cc1OC	-8
C/C(CCc1oc2ccccc2c1-c1ccc(C)o1)=N/O	2
O=C(c1cnccn1)N(c1ccccc1)C1(C(=O)NC2CCCCC2)CCCCC1	5
O=C(NCCc1ccccc1)C1CCN(S(=O)(=O)c2cccc3nonc23)CC1	-3
Cc1ccc(/C=c2\sc3n(c2=O)CN(c2cccc(Br)c2)CN=3)o1	7
CC(C)CC(c1nnnn1Cc1ccccc1)N1CCN(C(=O)c2ccco2)CC1 (stereo unspecified)	5
COC(=O)c1ccc(Oc2c(C)oc3cc(OCc4cnn(-c5ccccc5)c4)ccc3c2=O)cc1	14
CC(C)[C@H](NC(=O)NCCc1ccc(F)cc1)C(=O)O	17
CCC1(C)Cc2c(C#N)c(N)sc(=S)c2CO1 (stereo unspecified)	0
COc1cc(/C=N\NC(=O)CNC(=O)c2cccc([N+](=O)[O-])c2)ccc1O	-2
COc1ccc(S(=O)(=O)N(CCN2CCOCC2)Cc2cc(OC)ccc2OC)cc1	-3
CCN=C1SC(C(=O)Nc2cccc(C)c2)CC(=O)N1CC (stereo unspecified)	0
O=C(N/C=N/OCc1ccc(Cl)cc1Cl)NOCc1c(Cl)cccc1Cl	-4
O=C(N1CCN(CCO)CC1)N1c2ccccc2C=Cc2ccccc21	9
CC(C)c1nc2n[nH]c(N)c2c2c1CSC(C)(C)C2	0
CC(=O)Nc1ccc(S(=O)(=O)N(C)CC(=O)Nc2ccccc2N2CCOCC2)cc1	-2
COc1ccccc1-c1coc2cc(O)cc(O)c2c1=O	1
Cc1ccc(Cl)c2c1NC(=O)C2(O)CC(=O)c1ccccc1O (stereo unspecified)	-3
O=C(Nc1ccon1)c1cc(-c2ccccc2)nc2ccccc12	-7
CCOCCn1c(SCC)nc2c1c(=O)[nH]c(=O)n2C	1
Cc1ccc(S(=O)(=O)N(CC(=O)Nc2cccc([N+](=O)[O-])c2)C2CCCCC2)cc1	18
O=C(Cc1cccs1)OCC(=O)c1ccco1	7
CCN(CC)c1nc2n(c(=O)n1)CCO2	-3
Cc1ccc2nc(NC(=O)CCCc3nc4ccccc4s3)sc2c1	9
CN(C)C(=O)Nc1cnc2ccccc2c1	-6
CCCCCOc1ccc(C2C(C(C)=O)=C(C)Nc3ncnn32)cc1OC (stereo unspecified)	2
Cn1c(=O)n(C)c2cc(S(=O)(=O)NCc3ccco3)ccc21	6
CCOc1cc(CNC2CCCC2)cc(Cl)c1OCc1ccccc1	5
O=C(/C=C/c1ccc(Cl)cc1Cl)NC(=S)Nc1ccccn1	7
COc1ccccc1C1C(C(=O)c2sc(C)nc2C)=C(O)C(=O)N1CCN1CCOCC1 (stereo unspecified)	0
c1ccc(Cn2ncc3c(N4CCCCC4)ncnc32)cc1	-1
COc1ccc(NC(=O)CN2CCN(S(=O)(=O)c3ccc(C(C)C)cc3)CC2)cc1OC	9
O=C(c1ccc(COc2ccccc2Cl)o1)N1CCN(Cc2ccc3c(c2)OCO3)CC1	2
Cc1ccccc1N(C(=O)Cn1nnc(-c2cccs2)n1)C(C(=O)NCCC(C)C)c1ccco1 (stereo unspecified)	2
COC(=O)c1ccc(NC(=O)C(=O)N2CCCC2)cc1	1
COc1ccc(-c2onc3ccc(Cl)cc23)cc1	6
COc1cccc(/C=N/NC(=O)CSc2nnc(C)n2-c2ccccc2)c1OC	-10
Cc1ccccc1N1C(=O)c2ccccc2NC1c1ccncc1 (stereo unspecified)	17
Cc1cccn2c(=O)c3cc(C(=O)NCC4CCCO4)c(=N)n(CCN4CCOCC4)c3nc12 (stereo unspecified)	2
Cc1ccc(-c2noc(CCC(=O)NCc3ccc4c(c3)OCO4)n2)cc1	-6
(listing goes on)
SMILES	Artemis inh
COc1ccc(C(=O)c2ccc(CC#N)s2)cc1	-8
O=C(CN1CCCCC1)Nc1cccc2c1OCO2	-3
CC(C)N(C1=N/C(=C\c2ccco2)C(=O)N1c1ccccc1)C(C)C	9
COC(=O)c1c(C)oc2ccc(N(C(=O)c3ccncc3)S(=O)(=O)c3ccccc3)cc12	2
O=C(Cn1ncc2c(=O)oc3ccccc3c21)N1CCCc2ccccc21	-1
COc1cc2ccccc2c2c1CCCC2=O	3
COc1cc(C(=O)N/N=C/c2ccsc2C)cc(OC)c1OC	3
O=C(O)CCNc1cc2ccccc2cc1C(=O)O	0
Cc1c(/C(O)=C2/C(=O)C(=O)N(Cc3cccnc3)C2c2cccs2)cnn1-c1ccccc1 (stereo unspecified)	9
Cc1cc(NC(=O)CSc2nc(-c3ccco3)cc(C(F)(F)F)n2)n(-c2ccccc2)n1	5
C=CCN1CCN(C(c2cc(OC)ccc2OC)c2nnnn2CC2CCCO2)CC1 (stereo unspecified)	6
Cc1ccc2[nH]c3c(NCCCN4CCCC4=O)ncnc3c2c1	2
CCOC(=O)c1sc(NC(=S)NC(=O)c2cccc(Cl)c2)c(C(=O)OCC)c1C	1
Fc1ccc(-c2noc(C3CCN(Cc4cccnc4)CC3)n2)cc1	0
CCN1CCN(CCCNC(=O)C2CCCN(c3nnc(-n4cccc4)s3)C2)CC1 (stereo unspecified)	-6
CN1/C(=c2/s/c(=C3/C(=O)N(c4ccccc4)NC3=Nc3ccccc3)n(C)c2=O)C(C)(C)c2ccccc21	16
COc1ccc2c(c1OC)C(=O)N1c3ccccc3COC21 (stereo unspecified)	2
C=CCN1C(=O)/C(=C\c2ccc(C)cc2)N=C1SCC(=O)NCCC	-5
CCCNc1nc(N)nc(-c2cc(Cl)ccc2OC)n1	0
O=S1(=O)CC(O)C(N2CCCCC2)C1 (stereo unspecified)	-9

At a glance, 2 of the compounds above.
SMILES	Artemis inh
COc1ccc(C(=O)c2ccc(CC#N)s2)cc1	-8
O=C(CN1CCCCC1)Nc1cccc2c1OCO2	-3

Other entries:
SMILES	Artemis inh
C1=C2C[N+]3(CCCC3)CC2Cc2ccc3ccccc3c21 (stereo unspecified)	-5
N#Cc1c(N)nc2c(c1-c1ccc3c(c1)OCO3)CCCCCC2	4
CCN(CC(=O)NC1CCS(=O)(=O)C1)c1nc(-c2cccnc2)nc2ccccc12 (stereo unspecified)	10
Cc1ccccc1C(=NC(=O)c1ccccc1)c1ccccc1	8
Cc1ccc(OCc2nnc(SCC(=O)C(C)(C)C)n2Cc2ccco2)cc1	-1
CCOc1ccc(S(=O)(=O)N(CCO)CCO)cc1-c1nc2c(C(C)(C)C)nn(C)c2c(=O)[nH]1	1
OCc1cn(-c2ccccc2)nc1-c1ccc2c(c1)OCCO2	-3
Cc1ccc(OCC(=O)Nc2ccc([N+](=O)[O-])cn2)cc1C	-4
Cc1cccc(C(=O)N(C)c2nnc(-c3ccncc3)s2)c1	-2
C/C(CC(=O)Nc1ccc(OCc2ccccc2)cc1)=N\NC(=O)C(=O)Nc1ccccc1C	19
O=C(O)CN(c1ccccc1)C1SC(=O)NC1=O (stereo unspecified)	0
CCOC(=O)c1c(NC(=O)CSc2nnc3c(n2)[nH]c2ccccc23)sc2c1CCN(C)C2	42*
Nc1nc2c(s1)C(=O)CCC2	-13
Cc1nc(-c2ccccc2)sc1C(=O)CSc1ccc(Cl)cc1	-7
Cc1c(C=O)c2ccccn2c1C(=O)c1ccccc1	-3
Cc1ccc(-c2cc(C(=O)N3CCN(c4ccc(F)cc4)CC3)c3ccccc3n2)o1	13
COC(=O)C1=C(C)NC(=O)/C1=C\c1cc(C)n(-c2cc(C)cc(C)c2)c1C	7
CC(=O)c1cccc(NC(=O)N2CCCC2C(=O)NCCC(C)C)c1 (stereo unspecified)	6
C=C(C)Cn1c(SCC(=O)O)nnc1-c1ccc(C(C)(C)C)cc1	-4
N#Cc1c(NC(=O)CCCN2C(=O)c3ccccc3C2=O)oc(-c2ccccc2)c1-c1ccccc1	21
CCOc1ccccc1NC(=O)C1C2C=CC(O2)C1C(=O)O (stereo unspecified)	-4
CCOC(=O)c1c(CC(C)C)csc1NC(C)=O	-4
CCCOc1ccc(C(=O)C(CN2CCOCC2)c2ccccc2)cc1 (stereo unspecified)	2
Cc1ccc(S(=O)(=O)NC(CC(N)=O)C(=O)O)cc1 (stereo unspecified)	3
O=C(c1ccncc1)N1CCN(c2ccc(F)cc2)CC1	-2
Cc1ccc(N(C(=O)Cn2nnc3ccccc32)C(C(=O)NCc2ccco2)c2ccc(C)o2)cc1 (stereo unspecified)	0
Cc1nnc(Oc2ccccc2)c2ccccc12	-3
O=c1cc2c(nn1Cc1ccccc1Cl)-c1ccccc1CC2	11
O=C(Nc1ccccc1C(=O)O)c1ccc2ccccc2n1	2
CCCCC(SCC(=O)Nc1ccccc1)C(=O)O (stereo unspecified)	-8
CC(C)(C)NS(=O)(=O)c1ccc(CCC(=O)Nc2cc(Cl)ccc2Oc2ccccc2)cc1	3
N#C/C(C(=O)N1CCCCC1)=C1\Nc2ccccc2S1	-4
COc1ccccc1OCCOc1ccccc1/C=N/n1cnnc1	0
COCCNC(=O)CSc1nc(-c2ccc(OC)c(OC)c2)cc(C(F)(F)F)n1	-2
CCOC(=O)c1csc(NC(=O)c2cc(OC)c(OC)c(OC)c2)n1	7
O=S(=O)(NCc1cccnc1)c1ccc(Cl)c(Cl)c1Cl	-11
COc1ccc(-c2nc(-c3cccs3)c(-c3cccs3)[nH]2)cc1OC	-5
C#CCSc1nnc(-c2cc3c(C(F)(F)F)nn(C)c3s2)n1C	20
COCCCn1c(CCC(=O)O)ccc1-c1cccs1	9
C=C(C)COc1ccc(-c2[nH]ncc2Oc2ccccc2OCC)c(O)c1	-2
COCc1nnc(NS(=O)(=O)c2ccccc2)s1	-2
CCOC(=O)N1CCC(NC(=O)CCC(=O)N2CC(C)Oc3ccccc32)CC1 (stereo unspecified)	-1
CCCCCCNC(=O)CC(c1ccccc1)c1cc(Br)ccc1O (stereo unspecified)	10
COC(=O)c1ccc2c(c1)C(C)(C)C(/C=C/c1ccc(OC)c(OC)c1OC)=[N+]2C	5
COC(=O)c1sccc1NC(=O)c1ccc(OC)c(OC)c1	-2
O=C(CN(Cc1ccccc1)C(=O)c1ccc2c(c1)OCCO2)NCc1ccc2c(c1)OCO2	-2
CSc1nc2ccccc2n1CC(=O)Nc1ccccc1	-11
CCOC(=O)CSc1nc2ccccc2n1C(=O)OCC	-9
O=C(O)CCCC(=O)Nc1cccc(C(F)(F)F)c1	1
O=C1c2ccncc2C(=O)N1CO	-1
Cc1cc(NC(CC(C)C)C(=O)O)nc(Cc2ccccc2)n1 (stereo unspecified)	-9

19 compounds already listed, ordered by length of the SMILES, smallest number first:
SMILES	Artemis inh
O=C1c2ccncc2C(=O)N1CO	-1
CCCCC(SCC(=O)Nc1ccccc1)C(=O)O (stereo unspecified)	-8
COCc1nnc(NS(=O)(=O)c2ccccc2)s1	-2
CCOC(=O)CSc1nc2ccccc2n1C(=O)OCC	-9
O=C(O)CCCC(=O)Nc1cccc(C(F)(F)F)c1	1
COc1ccccc1OCCOc1ccccc1/C=N/n1cnnc1	0
N#C/C(C(=O)N1CCCCC1)=C1\Nc2ccccc2S1	-4
COC(=O)c1sccc1NC(=O)c1ccc(OC)c(OC)c1	-2
CCCCCCNC(=O)CC(c1ccccc1)c1cc(Br)ccc1O (stereo unspecified)	10
Cc1cc(NC(CC(C)C)C(=O)O)nc(Cc2ccccc2)n1 (stereo unspecified)	-9
C#CCSc1nnc(-c2cc3c(C(F)(F)F)nn(C)c3s2)n1C	20
CCOC(=O)c1csc(NC(=O)c2cc(OC)c(OC)c(OC)c2)n1	7
C=C(C)COc1ccc(-c2[nH]ncc2Oc2ccccc2OCC)c(O)c1	-2
COc1ccc(-c2nc(-c3cccs3)c(-c3cccs3)[nH]2)cc1OC	-5
CCOC(=O)N1CCC(NC(=O)CCC(=O)N2CC(C)Oc3ccccc32)CC1 (stereo unspecified)	-1
COCCNC(=O)CSc1nc(-c2ccc(OC)c(OC)c2)cc(C(F)(F)F)n1	-2
O=C(CN(Cc1ccccc1)C(=O)c1ccc2c(c1)OCCO2)NCc1ccc2c(c1)OCO2	-2
CC(C)(C)NS(=O)(=O)c1ccc(CCC(=O)Nc2cc(Cl)ccc2Oc2ccccc2)cc1	3
COC(=O)c1ccc2c(c1)C(C)(C)C(/C=C/c1ccc(OC)c(OC)c1OC)=[N+]2C	5
